Assay outcomes deposited in PubChem by Icahn School of Medicine at Mount Sinai.
ROC1-CUL1 inh – inhibitors of human ROC1-CUL1 ubiquitin ligase activity; P62877+Q13616; in vitro K48 di-Ub FRET, acceptor:donor ratio, 45 min; inhibition, % at 10 µM; 140,000 compounds, 0.6% hits; AID 1347404; in the data active means inhibition above about 25%
Target sequence (P62877 whole entry, looked up): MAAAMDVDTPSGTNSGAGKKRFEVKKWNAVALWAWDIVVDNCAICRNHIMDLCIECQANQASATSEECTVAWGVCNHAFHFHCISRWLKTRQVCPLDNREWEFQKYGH
Target sequence (Q13616 whole entry, looked up): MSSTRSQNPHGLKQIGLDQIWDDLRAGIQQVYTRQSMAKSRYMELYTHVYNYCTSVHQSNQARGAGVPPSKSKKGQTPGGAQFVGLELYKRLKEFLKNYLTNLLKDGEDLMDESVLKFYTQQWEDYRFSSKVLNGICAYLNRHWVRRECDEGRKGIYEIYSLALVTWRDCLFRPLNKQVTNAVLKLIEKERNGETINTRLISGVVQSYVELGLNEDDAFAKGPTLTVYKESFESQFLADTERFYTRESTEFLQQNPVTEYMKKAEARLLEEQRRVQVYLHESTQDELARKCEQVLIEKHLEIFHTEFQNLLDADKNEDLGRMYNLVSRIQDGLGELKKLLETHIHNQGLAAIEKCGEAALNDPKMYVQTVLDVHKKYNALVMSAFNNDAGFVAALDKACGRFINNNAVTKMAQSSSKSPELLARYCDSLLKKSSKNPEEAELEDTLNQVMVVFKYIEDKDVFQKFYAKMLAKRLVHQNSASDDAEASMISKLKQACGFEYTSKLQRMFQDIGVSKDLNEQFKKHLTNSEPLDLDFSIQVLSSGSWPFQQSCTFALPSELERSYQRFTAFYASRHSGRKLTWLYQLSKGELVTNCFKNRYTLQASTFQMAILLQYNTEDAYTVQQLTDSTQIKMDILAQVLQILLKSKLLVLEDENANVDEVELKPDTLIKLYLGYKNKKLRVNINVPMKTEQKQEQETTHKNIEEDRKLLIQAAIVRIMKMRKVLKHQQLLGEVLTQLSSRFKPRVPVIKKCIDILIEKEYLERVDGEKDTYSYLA
Numbers without * were called inactive; & = joins results of further samples. This is a subset; count on the stated rates, not on these rows.

SMILES	ROC1-CUL1 inh
CCN(CC)C(=O)Oc1ccc(-c2ccccc2)cc1	-5
COc1ccc(CCNC(=O)C2CCN(S(=O)(=O)c3c(C)noc3/C=C/c3ccc(C)cc3)CC2)cc1OC	-6
CCNC(=O)CC1C(=O)N(c2ccc(F)cc2)C(=O)N1CCOC (configuration not stated)	1
O=C(c1cccc(F)c1)N1CCOc2ccc(CN3CCC(OCc4ccccc4)CC3)cc2C1	-6
CCc1ccc(CNC(=O)Nc2nnc(CCn3nc(C)cc3C)s2)nc1	5
CCc1cccc(C)c1NS(=O)(=O)c1cc2[nH]c(=O)c(=O)[nH]c2cc1C	44*
CCc1cccc(NC(=O)Cn2ccn3nc(-c4ccc(OC)c(OC)c4)cc3c2=O)c1	-10
COc1ccc(CCNCc2c(C(=O)O)c(C)n(Cc3ccccc3C)c2C)c(OC)c1	0
O=C(NC1CCCC1)C1CCCN(C2CCN(c3nc4ccccc4o3)CC2)C1 (configuration not stated)	0
Cc1ccc(Sc2ncccc2I)nc1	-5
C=CCn1c(SC(C)C(=O)N/N=C/c2cccc(OC)c2)nnc1-c1cccc(Br)c1 (configuration not stated)	-3
COc1cccc(/C=C2/SC(=O)N(Cc3cccc([N+](=O)[O-])c3)C2=O)c1OC(C)C	-7
Cc1cc(C)n(C(=O)/C=C/c2cccs2)n1	8
Cc1ccc(NC(=S)NNC(=O)c2ccc(OC(F)F)cc2)cc1	-9
COc1ccccc1C(=O)Nc1ccc2oc(-c3cc(Br)ccc3Cl)nc2c1	3
CCc1ccc(-c2nnc(-c3ccccc3Cl)o2)cc1	-10
COc1ccc(CNC(=O)c2cnn(-c3nccc(-c4ccc5c(c4)OCO5)n3)c2C)c(OC)c1	8
CC(C)CCN(C)C(=O)c1coc(COc2cccc(F)c2F)n1	1
CCn1nc(C)c(CCNc2ncc(C)c(-c3cnn(C)c3)n2)c1C	-1
COCCN1C(=O)CC(CC(=O)N2CCCC(COc3ccccc3C)C2)(c2ccccc2F)C1=O (configuration not stated)	2
O=[N+]([O-])c1c(N2CCCCC2)ncnc1N1CCCCC1	0
N#CC1C(=N)Oc2cc(O)ccc2C1c1ccccc1OCc1ccc(Cl)cc1Cl (configuration not stated)	5
COc1ccc(-c2ccc(C(C)C(=O)O)s2)cc1 (configuration not stated)	6
CC(c1cccc(-c2nc3c(cnn3Cc3cccnc3)[nH]2)c1)N(C)C (configuration not stated)	10
OCCN1CCN(C2Cc3ccccc3Sc3cc(Cl)c(F)cc32)CC1 (configuration not stated)	-2

Copied from the list:
For ROC1-CUL1 inh, COc1ccc(CNC(=O)c2cnn(-c3nccc(-c4ccc5c(c4)OCO5)n3)c2C)c(OC)c1 has the entry 8
For ROC1-CUL1 inh, O=[N+]([O-])c1c(N2CCCCC2)ncnc1N1CCCCC1 has the entry 0

Other records.
SMILES	ROC1-CUL1 inh
O=c1nc2sccn2c2ncccc12	-4
COc1ccc(C(=O)N2CCCCCC2)cc1S(=O)(=O)N1CCOCC1	-3
CCc1ccc(C(=O)c2cn(CC(=O)Nc3ccc4c(c3)OCCO4)c3ccc(CC)cc3c2=O)cc1	-3
COc1ccccc1NC(=O)c1c(C)cc(C)nc1SCC(=O)Nc1ccc(C)cc1	-5
Nc1c(C(=O)Nc2ccc(F)cc2)sc2nc(-c3cccs3)cc(C(F)(F)F)c12	2&0
CC(C)NC(=O)Nc1ccc2c(c1)N(C)C(=O)c1ccccc1S2	-7
CC(C)(O)C#Cc1ccc(C(=O)N2CCN(C(=O)c3ccco3)CC2)cc1	-1
O=c1ccn(Cc2c(Cl)cccc2Cl)c2ccccc12	2
COc1cccc(CNC2CCCC2)c1OCC(O)CN1CCOCC1 (configuration not stated)	1
Cc1ccc(C(=O)NNC(=O)OC(C)(C)C)c(Cl)c1	1
CCCCOc1ccc(S(=O)(=O)Nc2ccc(-c3ccc(N4CCCCCC4)nn3)cc2)cc1	1
COCc1[nH]nc2c1C(c1ccccc1C)C(C#N)C(=N)O2 (configuration not stated)	1
Cc1noc(C)c1S(=O)(=O)Nc1ccc(C(=O)Nc2ccc(Br)cc2)cc1	4
Cc1ccc(/C=C2/C(=O)N(C)C(=S)N2C)s1	-10
COc1cccc(C(=O)Nc2ccc3nc(SCCOc4ccccc4)sc3c2)c1	-3
CN(C)S(=O)(=O)N1CCC(C(=O)Nc2ccccc2F)CC1	13
COc1cc(CNC2CCC(O)CC2)ccc1OCC(O)CN1CCOCC1 (configuration not stated)	7
COC(=O)CSc1ccc2nnc(CCNS(=O)(=O)c3ccc(C)cc3)n2n1	3
COc1ccccc1CCC(=O)N1CCc2onc(-c3ccc(Cl)cc3)c2C1	5
COc1ccc(-c2nn(C)c3sc(C(=O)Nc4cccc(F)c4)cc23)cc1OC	-4
CCCc1sc(C(=O)N2CCN(c3ccccn3)CC2)cc1Br	5
COc1cccc(-n2c(-c3ccccc3F)nc3c(cnn3-c3ccc(C)cc3)c2=O)c1	7
CC(C)CCNc1nc(Nc2ccccc2)c2cnn(C)c2n1	2
Cc1ccsc1C1Nc2ccccc2C(=O)N1O (configuration not stated)	-3
COc1ccc(NC(=O)NC(C)c2c(-n3cccc3)sc(C)c2C)cc1OC (configuration not stated)	-3
SMILES	ROC1-CUL1 inh
CCc1nc(N2CCC(C(N)=O)CC2)c2oc3ccccc3c2n1	1
Cn1c(CN2CCOCC2)nnc1SCc1ccc(C#N)cc1	-1
O=C1OC2(CCCC2)OC(=O)C1=Cc1ccc(Nc2ccc(F)cc2)o1	7
Cc1ccc(N(Cc2cccs2)C(=O)Nc2cccc(Cl)c2)cc1	3
Cc1cc(CCCCCCCCc2cc(C)cc(=O)o2)oc(=O)c1	-4
COc1ccc(-n2c(C)cc(=O)c3c2CC(C)(C)CC3=O)cc1	5
C#CCOC(=O)c1ccc(OC)cc1	-3
Cc1ccccc1S(=O)(=O)Nc1cccc(C(C)O)c1 (configuration not stated)	-1
CN(Cc1cnn(C)c1)C(=O)CC(c1cccc(O)c1)c1ccccc1Cl (configuration not stated)	-7
COc1ccc(C(=O)NCc2ccccc2Cl)cc1C	-3
Cc1cc(=O)[nH]c(-c2ccc(CN3CCCC(F)(F)C3)cc2)n1	0
Cc1ccc(-n2ncc3c(Nc4ccccc4C)ncnc32)cc1	-3
CC1CCN(c2nc(-c3ccccc3F)nc3ccccc23)CC1	-8
Cc1ncccc1C(=O)NC1CCCc2nc(-c3cccnc3)ncc21 (configuration not stated)	1
Cc1cc(Cl)cc(Cl)c1OCCCCCN1CCNCC1	13
Fc1cccc(CN2CCC(C3CCN(Cc4ccncc4)C3)CC2)c1F (configuration not stated)	7
COc1ccc(C(=O)C[n+]2ccccc2/C=N/O)cc1	16
COc1ccc(N(CC(=O)NN=C2CCCCCCC2)S(=O)(=O)c2ccccc2)cc1Cl	-2
Cc1nc(N2CCC(C(=O)NC3C4CC5CC(C4)CC3C5)CC2)nc2cc(S(C)(=O)=O)ccc12 (configuration not stated)	1
c1cc(C2CCN(c3nc4nonc4nc3N3CCCC3)CC2)ccn1	3
CC1=NC(=S)NC(c2ccc(OCC(C)C)cc2)C1C(N)=O (configuration not stated)	-3
CC1=C(C)C(=O)C(c2cccs2)=C(C)C1=O	-3
CCOC(=O)c1c(C2=C(Cl)C=CCC2)csc1NC(=O)c1csc2c1CCCC2	-8
COC(Cc1ccccc1OC(C)C)C(=O)c1ccccc1 (configuration not stated)	-2
Cn1c(=O)[nH]c2cc(-c3noc(-c4ccc(Br)cc4)n3)ccc21	-6
SMILES	ROC1-CUL1 inh
C=C(C)[C@@H]1CC=C(C)C2=CC(=O)CC[C@@]21C#N	-1
O=C(NCc1nc2c(s1)CCCC2)Nc1nc(-c2ccccc2)ns1	7
CC(C)(C)CN1CCC(C2CCN(C(=O)c3ccoc3)CC2)C1 (configuration not stated)	6
COc1ccc(/C(C)=C2/C(=O)N(C)C(=S)N2C)cc1	1
O=C(Nc1ccccc1)N(Cc1cccc(Cl)c1)c1ccccn1	6
COc1ccc(NC(=O)C(=O)NCCc2sc(-c3ccc(Cl)cc3)nc2C)cc1	0
Nc1c(C(=O)O)oc2nc(C(F)(F)F)cc(-c3cccs3)c12	8
OCC1CCN(c2ncc3c(n2)CCCC3NCc2cccnc2)CC1 (configuration not stated)	-8
CC(C)c1ccc(S(=O)(=O)N2CCC(n3c(C(F)(F)F)nc4cccnc43)CC2)cc1	-10
COc1ccc(C(=O)N2CCOC(Cc3cccc(F)c3)C2)cc1OC (configuration not stated)	0
CN(C(=O)c1ccco1)C(Cc1ccc(F)cc1F)C1CCN(Cc2ccc3c(c2)CCO3)CC1 (configuration not stated)	-4
CCc1ccc2oc(C(=O)Nc3nc(-c4ccccc4)ns3)c(C)c2c1	10
c1csc(-c2ccnc3ncnn23)c1	-4
O=C1CC(CSc2nnnn2-c2ccccc2)=Nc2ncnn21	0
CC(=O)c1c(C)sc2c1ccc1ccccc12	1
Cc1nc(CCNC(=O)Nc2nnc(-c3cccs3)s2)sc1Cl	-2
CC1CCCN(Cc2nc3c(c(=O)n(C)c(=O)n3C)n2Cc2ccc(Cl)cc2Cl)C1 (configuration not stated)	0
c1ccc2cc3c(cc2c1)nnn3-c1ccnc2ccccc12	1
O=C(CCC(F)(F)F)N1CCOC(CCCc2ccccc2)C1 (configuration not stated)	3
CN(C)c1ccc(CNC(=O)c2ccc(Cn3c(=O)c4cccn4c4cccnc43)cc2)cc1	0
Cc1c(-c2ccccc2OC(F)F)nc2n1Cc1ccccc1-2	12
CCCn1c(CC)nc([N+](=O)[O-])c1Sc1ccc(C)cc1	4
Cn1cc(CCC(=O)N(Cc2cccnc2)CC2CCN(C3CCCC3)CC2)cn1	-3
COc1cc(OC)c(NC(=O)c2cc(CN3CCOCC3)on2)cc1Cl	1
C=CCN1C(=O)C(C2C(=O)N(CN3CCCCC3)c3ccccc32)=NC1=S (configuration not stated)	10

2 compounds drawn at random from those above:
SMILES	ROC1-CUL1 inh
Cc1nc(CCNC(=O)Nc2nnc(-c3cccs3)s2)sc1Cl	-2
COc1cc(OC)c(NC(=O)c2cc(CN3CCOCC3)on2)cc1Cl	1

(cont.)
SMILES	ROC1-CUL1 inh
CN(C)CCN1C(=O)C2C(c3ccccc3)C=CC(c3ccccc3)C2C1=O (configuration not stated)	4
COc1cccc(C(=O)Nc2nnc(COc3ccccc3F)s2)c1	1
Cc1ccc(C(c2ccccc2)C2([N+](=O)[O-])C(=O)c3ccccc3C2=O)c(C)c1 (configuration not stated)	4
CCCSc1ncc(Cl)c(C(=O)Nc2ccc(CC)cc2)n1	-4
CC12C=CC(O1)C1C(=O)N(c3cccc4ccccc34)C(=O)C12 (configuration not stated)	5
Nc1c(-c2nc(-c3ccccc3Cl)no2)nnn1-c1ccccc1C(F)(F)F	4
COc1ccc(NC(=O)CC2C(=O)N(c3cccc(C)c3)C(=O)N2C2CCCCC2)cc1 (configuration not stated)	-10
CCC(Oc1ccccc1)C(=O)NCc1ccccc1OC (configuration not stated)	12
CCOc1ccc(Br)cc1S(=O)(=O)n1cccn1	-9
CC(C)Oc1ccc(NC(=O)c2ccc(Br)o2)cc1	-9
CC(C)(C)NC(=O)CCSc1nnc(-c2ccccc2)o1	-3
COc1ccc(-n2cc(C(=O)OCc3ccc(Cl)cc3)c3ccccc3c2=O)cc1	-3
Cc1cc(C)n(CCNC(=O)c2cc(NC(=O)CC3CCCC3)cc3nc(C4CCCO4)n(C)c23)n1 (configuration not stated)	4
O=C(CN1C(=O)COc2ccc(Cl)cc21)NC1C2CC3CC(C2)CC1C3 (configuration not stated)	19
COc1cc(C2C(C(=O)c3ccccc3)C(=O)C(=O)N2c2cccc(C(F)(F)F)c2)ccc1O (configuration not stated)	-10
CCOC(=O)c1cc2c(=O)n3ccccc3nc2n(C)c1=NC(=O)c1cc2ccccc2o1	-3
COc1ccc(N2CCN(C(=O)c3cc(-c4ccc(C)c(F)c4)on3)CC2)cc1	-4
COc1ccc(F)c(CN2CCC(C(Cc3ccc(F)cc3F)N(C)C(=O)c3ccco3)CC2)c1 (configuration not stated)	4
CCc1ccccc1NC(=O)C1CCN(S(=O)(=O)c2ccc(OC)c(OC)c2)CC1	-3
Cc1ccc(-c2noc(-c3ccccc3NC(=O)C3CC(=O)N(c4ccccc4C)C3)n2)cc1 (configuration not stated)	-17
COCCn1c(C)cc(/C=C2/C(=O)N(c3ccccc3)C(=S)N2C)c1C	8
CCOC(=O)C1(C)CC(=Nc2ccc(S(=O)(=O)Nc3nccs3)cc2)C(=O)N1c1ccccc1 (configuration not stated)	21
CCn1c2ccccc2c2cc(NC(=O)Cc3cccc4ccccc34)ccc21	-3
COc1ccc(CCCNC(=O)c2ccc(N3CC[C@H](O)C3)nc2)cc1	9
Cc1noc(C)c1CC(=O)N1CCCC(Nc2ccc3c(c2)OCCO3)C1 (configuration not stated)	7
Cc1ccccc1N1CC(C(=O)Nc2ccc(Br)cc2)CC1=O (configuration not stated)	-11
O=C(Nc1ccc(F)c(F)c1)c1ccc(CN2CCCC2)cc1	7
CCC1C(c2ccccc2)NC(c2ccccc2)CC1(C)O (configuration not stated)	-8
N#Cc1ccc(-n2nc(-c3ccccc3)c3ccccc3c2=O)cc1C#N	4

In the list so far, 15 contain a thiophene ring, fused or not:
SMILES	ROC1-CUL1 inh
Cc1cc(C)n(C(=O)/C=C/c2cccs2)n1	8
COc1ccc(-c2ccc(C(C)C(=O)O)s2)cc1 (configuration not stated)	6
Nc1c(C(=O)Nc2ccc(F)cc2)sc2nc(-c3cccs3)cc(C(F)(F)F)c12	2&0
Cc1ccc(/C=C2/C(=O)N(C)C(=S)N2C)s1	-10
COc1ccc(-c2nn(C)c3sc(C(=O)Nc4cccc(F)c4)cc23)cc1OC	-4
CCCc1sc(C(=O)N2CCN(c3ccccn3)CC2)cc1Br	5
Cc1ccsc1C1Nc2ccccc2C(=O)N1O (configuration not stated)	-3
COc1ccc(NC(=O)NC(C)c2c(-n3cccc3)sc(C)c2C)cc1OC (configuration not stated)	-3
Cc1ccc(N(Cc2cccs2)C(=O)Nc2cccc(Cl)c2)cc1	3
CC1=C(C)C(=O)C(c2cccs2)=C(C)C1=O	-3
CCOC(=O)c1c(C2=C(Cl)C=CCC2)csc1NC(=O)c1csc2c1CCCC2	-8
Nc1c(C(=O)O)oc2nc(C(F)(F)F)cc(-c3cccs3)c12	8
c1csc(-c2ccnc3ncnn23)c1	-4
CC(=O)c1c(C)sc2c1ccc1ccccc12	1
Cc1nc(CCNC(=O)Nc2nnc(-c3cccs3)s2)sc1Cl	-2
